Screening data from PubChem BioAssay.
OXTR potentiator: human OXTR potentiators, primary screen, fluorescence, CHO-OTR cells, Fluo-8 calcium | Fluo-8 calcium fluorescence, potentiator mode; 0% = oxytocin EC15, 100% = EC100 | actives 0.061% (n = 320,000) | AID 2445, 2010 | Oxytocin receptor (Homo sapiens), P30559 | activation, % at 3 µM;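 active = activation above that plate's cutoff, the mean activation of tested compounds plus 3 SD, cut at about 6.6% in these data, passing the limit was not always enough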;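 also: 100% uses oxytocin at 75 nM as the full agonist control; some results filed as inactive read as strong as hits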
Target sequence (P30559 whole entry, looked up): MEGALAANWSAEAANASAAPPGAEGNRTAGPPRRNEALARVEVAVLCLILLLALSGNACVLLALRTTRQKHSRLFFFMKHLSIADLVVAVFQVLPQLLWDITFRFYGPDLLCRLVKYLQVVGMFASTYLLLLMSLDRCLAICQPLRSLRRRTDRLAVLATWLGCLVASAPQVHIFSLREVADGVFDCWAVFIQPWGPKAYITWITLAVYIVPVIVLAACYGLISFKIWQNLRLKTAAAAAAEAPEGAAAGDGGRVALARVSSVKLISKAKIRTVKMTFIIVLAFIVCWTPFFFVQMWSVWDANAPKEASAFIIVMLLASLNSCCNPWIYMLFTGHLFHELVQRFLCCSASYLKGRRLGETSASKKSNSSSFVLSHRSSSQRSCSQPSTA
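assay system = CHO-OTR cells, human receptor | schedule = compound 6 min at room temperature before oxytocin, 100 s read | detection = Fluo-8 intracellular calcium fluorescence, ex 470-495, em 515-575 nm | evaluation = normalized max/min fluorescence ratio, % activation | control set = EC15 oxytocin alone as 0%, 75 nM oxytocin (EC100) as 100%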
TAAR1 antag: human TAAR1 antagonists, primary screen, Fluo-8 calcium fluorescence, CHO RD-HGA16 cells; Trace amine-associated receptor 1 (Homo sapiens), Q96RJ0; antagonist; inhibition, % at 3 µM; actives 1.5% (n = 360,000); AID 624466, 2012;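 active = inhibition above a per-plate cutoff, the mean inhibition of test compounds on that plate plus 3 SD, cut at about 49% in these data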;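 also: 0% = DMSO plus EC80 beta-PEA response and 100% = DMSO alone without agonist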
Target sequence (Q96RJ0 whole entry, looked up): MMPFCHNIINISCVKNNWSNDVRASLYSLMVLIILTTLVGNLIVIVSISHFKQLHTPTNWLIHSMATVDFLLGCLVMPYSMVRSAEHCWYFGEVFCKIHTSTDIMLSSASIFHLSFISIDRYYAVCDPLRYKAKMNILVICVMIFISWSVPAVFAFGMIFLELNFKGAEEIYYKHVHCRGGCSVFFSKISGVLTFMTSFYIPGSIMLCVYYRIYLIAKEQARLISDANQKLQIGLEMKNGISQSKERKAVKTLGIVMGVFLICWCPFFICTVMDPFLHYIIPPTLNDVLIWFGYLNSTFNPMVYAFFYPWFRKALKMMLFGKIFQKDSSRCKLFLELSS
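Material: CHO RD-HGA16 cells bearing hTAAR1; compound dosing: one-point dosing, 3 µM nominal final; schedule: dye loading 75 min at 37 °C, then 30 min room temperature; measured by: calcium fluorescence with Fluo-8; control set: vehicle and agonist controls; replication: n of 1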
CHO parental Ca: ATP-evoked calcium signal inhibitors, parental CHO, primary screen, counter-screen for OX1R antagonist project, cell-based, fluorescence, Fluo-8 calcium dye; AID 463079, 2010; parental CHO-K1, ATP-induced calcium, Fluo-8 fluorescence; inhibition, % at 5.6 µM; actives 0.63% (n = 330,000);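 active = inhibition above that plate's mean sample inhibition plus 3 SD, cut at about 26% in these data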;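 also: 0% = ATP-challenged DMSO wells and 100% = DMSO wells without ATP; some compounds past the cut are filed as inactive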
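Assay system: parental CHO cells; Read-out basis: percent inhibition of ATP-evoked calcium rise, normalized to controls; Benchmarks: ATP and no-ATP DMSO wells; Compound dosing: single nominal dose of 5.6 µM per compound; Signal: Fluo-8 calcium dye fluorescence; Also added: ATP as calcium-mobilizing challenge; Repeats: singlicate.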
M1 ag parental: counter-screen for M1 agonists: effect in parental CHO-K1 cells; activation, % at 3 µM; AID 602248, 2012; Fluo-8 calcium fluorescence; scaled to maximal ATP response, vehicle zero; actives 0.48% (n = 360,000); in the data active = activation above about 15%;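 also: untransfected CHO-K1 host cells lacking M1 receptor as counterscreen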
CHO-K1 Ca antag: nonselective inhibitor or artifact in parental CHO-K1 cells; ATP-induced calcium, Fluo-8 fluorescence; inhibition, % at 3 µM; actives 0.6% (n = 360,000);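 active = inhibition above a per-plate cutoff, the plate's mean sample inhibition plus 3 SD, cut at about 24% in these data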;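 also: 0% = DMSO plus EC80 ATP and 100% = DMSO alone without ATP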
V1aR counter: agonists of human V1a receptor, primary screen, counter-screen for OXTR agonist project, fluorescence, CHO-V1R cells; AID 2797, 2010; actives 0.25% (n = 320,000); Fluo-8 calcium fluorescence, agonist mode; 0% DMSO, 100% 3 nM vasopressin; Vasopressin V1a receptor (Homo sapiens), P37288; activation, % at 3 µM;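 active = activation above the mean activation of all tested compounds plus 3 SD, per screening run, cut at about 20% in these data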;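 also: signal is peak over basal fluorescence ratio across a 100 second FLIPR read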
GPR7 antag: GPR7 receptor antagonists, primary screen, cell-based, fluorescence, single concentration; Neuropeptides B/W receptor type 1 (Homo sapiens), P48145; GPR7-expressing cells, fluorescence antagonist assay; inhibition, % at 4.4 µM; actives 1.1% (n = 290,000); AID 1861, 2009; in the data active = inhibition above about 16%, passing the limit was not always enough;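 also: cells stimulated with the agonist NPW; 0% = agonist with vehicle and 100% = vehicle without agonist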
Target sequence (P48145 whole entry, looked up): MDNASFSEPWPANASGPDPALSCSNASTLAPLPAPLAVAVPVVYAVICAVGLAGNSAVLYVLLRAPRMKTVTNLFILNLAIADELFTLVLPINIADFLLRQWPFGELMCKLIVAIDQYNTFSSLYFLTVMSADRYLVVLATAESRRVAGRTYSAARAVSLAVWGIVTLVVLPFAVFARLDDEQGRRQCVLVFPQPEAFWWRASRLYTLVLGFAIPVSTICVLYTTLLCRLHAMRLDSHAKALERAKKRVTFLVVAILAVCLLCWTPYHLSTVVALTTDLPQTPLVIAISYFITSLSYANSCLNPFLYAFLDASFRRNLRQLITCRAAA
OXTR ag: human OXTR agonists, primary screen, fluorescence, CHO-OTR cells, Fluo-8 calcium | actives 0.32% (n = 320,000) | Fluo-8 calcium fluorescence; normalized: DMSO 0%, oxytocin 100% | activation, % at 3 µM;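 active = activation above the mean of all tested compounds plus 3 SD, cutoff set per screening run, cut at about 20% in these data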;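 also: peak over basal fluorescence ratio from a 100 s FLIPR kinetic read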
CHO-K1 Ca PAM: nonselective calcium activators in parental CHO-K1 cells, primary screen, counter-screen for M1 PAM project, cell-based, Fluo-8 calcium fluorescence, full deck, 1536-well | ATP EC20; 0% at ATP EC20, 100% at ATP max | activation, % at 3 µM | actives 0.02% (n = 360,000) | AID 602247, 2012;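 active = activation above the run cutoff, the mean activation of all test compounds plus 3 SD, cut at about 40% in these data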;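 also: peak over basal fluorescence ratio in a 140 s read after ATP addition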
Numbers without * were called inactive; . = no result given.

1: CCN(CC)c1nc(-c2ccccc2)cc(C(F)(F)F)c1C#N
2: Cc1ccc(C)c(OCCC(=O)Nc2cccc(S(=O)(=O)N3CCCCC3)c2)c1
3: N#Cc1ccc(/C=N/N=C(N)N)cc1
4: C/C(=N\NC(=O)Cn1nc(C)c([N+](=O)[O-])c1C)c1ccc(Cl)s1
5: CN1CCN(NC(=S)NC2CCCC2)CC1
6: Cc1ccnc(SCCn2c(N3CCN(C)CC3)nc3c2c(=O)n(C)c(=O)n3C)n1
7: Cc1ccc(C(=O)N/C(=C/c2ccc(-c3cc(C(F)(F)F)ccc3Cl)o2)C(=O)NCc2cccnc2)cc1
8: COCc1[nH][nH]c(=O)c1C=Nc1ccc(Oc2ccccc2)cc1
9: COc1cccc(NC(=O)CSc2nc3ccccc3c3nc4ccccc4n23)c1
10: Cn1c(=O)[nH]c(=O)c2c1nc(NC1CCCCC1)n2CCO

compound no.	1	2	3	4	5	6	7	8	9	10
OXTR potentiator	-9.5	-9.2	-12.1	-8.2	-2.2	-8.0	-9.2	-7.8	-7.1	0.1
TAAR1 antag	-12.2	5.9	1.5	-16.4	-5.7	-12.9	9.7	-1.3	4.9	-3.9
CHO parental Ca	-21.2	-4.4	-13.6	-16.3	4.3	-11.7	-15.1	-7.9	-11.2	-4.3
M1 ag parental	-0.1	2.9	-0.2	5.7	0.7	0.5	0.4	1.2	0.2	0.1
CHO-K1 Ca antag	-18.8	-10.9	14.4	11.3	-4.3	-2.5	0.8	-5.3	-5.7	8.3
V1aR counter	0.2	3.8	0.1	-2.2	1.0	-0.8	0.0	0.0	-0.1	0.2
GPR7 antag	-12.5	.	-7.8	-14.9	0.8	-11.8	-1.4	-10.7	2.8	.
OXTR ag	-1.3	1.6	-0.7	1.0	1.2	0.9	-2.6	0.6	-2.5	-0.5
CHO-K1 Ca PAM	15.0	-0.7	-8.5	-10.9	15.1	-11.6	9.4	19.4	18.3	-0.3

11: CC1CCCCN1C(=O)Cn1c(=O)n(C2CCCCC2)c(=O)c2ccccc21 (stereo unspecified)
12: Cc1nc(CCNC(=O)c2cc(COc3ccc(F)cc3Cl)on2)sc1C
13: O=C(c1ccc(-c2ccc([N+](=O)[O-])cc2)o1)N1CCCCCCC1
14: CN(C)CCNC(=O)c1sc2nc(-c3ccccc3)cc(C(F)(F)F)c2c1N
15: C=CCOc1cccc(C2C(C(=O)c3ccc(C)o3)=C(O)C(=O)N2c2nnc(C)s2)c1 (stereo unspecified)
16: COc1cc(CCNC(=O)CCCn2c(=O)c3cccn3c3cccnc32)cc(OC)c1OC
17: NC(=O)CSc1nnc(-c2cccc(S(=O)(=O)N3CCOCC3)c2)o1
18: CCOCCCn1c(=S)[nH]c2cc(C(=O)N3CCN(C4CCCCC4)CC3)ccc2c1=O
19: COC(=O)[C@H](C)NC(=O)NCc1ccc(F)cc1
20: Cc1cc(C(=O)Nc2ccc(S(=O)(=O)N3CCOCC3)cc2)c(C)o1

compound no.	11	12	13	14	15	16	17	18	19	20
OXTR potentiator	-11.0	-5.8	1.2	-7.1	-25.7	-12.1	.	0.9	-5.2	-2.7
TAAR1 antag	-18.7	26.6	9.0	3.6	4.9	-4.0	-27.7	-19.3	2.3	0.3
CHO parental Ca	4.3	-25.8	-8.1	-7.2	35.4*	-27.8	.	-28.3	6.2	-4.6
M1 ag parental	-0.5	4.3	-0.2	5.0	1.0	1.4	0.9	0.2	0.1	1.7
CHO-K1 Ca antag	-4.5	-16.2	2.0	-16.2	-3.8	-19.5	-3.5	-8.6	-9.6	14.0
V1aR counter	-0.8	2.3	-0.5	8.8	78.1*	-0.7	.	-0.8	-0.8	-1.1
GPR7 antag	-13.6	-7.1	.	1.1	.	-0.7	.	-12.4	-11.0	-5.5
OXTR ag	-2.1	-1.5	-2.6	9.6	47.7*	-1.6	.	-1.5	1.2	-0.4
CHO-K1 Ca PAM	17.2	14.7	4.1	18.4	-15.1	11.0	14.6	12.4	12.6	-10.8

21: CC(C)(C)OC(=O)Nc1ccc([C@H](NC(=O)OC(C)(C)C)C(=O)OC(C)(C)C)cc1
22: Nc1nc(N)n(-c2ccccc2)c(=Nc2ccccc2)n1
23: Cc1nc(NC(=O)COC(=O)/C=C/c2ccco2)c(Cl)cc1Cl
24: COc1cccc(CC2(CO)CCCN(Cc3ccc(CO)o3)C2)c1 (stereo unspecified)
25: O=[N+]([O-])c1cc(/C=N/N/C(=N/c2ccccn2)c2ccccn2)ccc1O
26: Cc1cc(NC(=O)c2cc(CC(C)C)on2)no1
27: CC(=O)Nc1ccc(Oc2nc(C(F)(F)F)nc3ccccc23)cc1
28: CC1=C(C(=O)N(C)C)CC(CC(=O)NCCN2CCOCC2)C(=O)N1Cc1ccc(F)cc1 (stereo unspecified)
29: COc1ccc(NC(=O)C2(S(=O)(=O)c3ccc(C)cc3)CC2)cc1
30: CCc1noc(C)c1C(=O)N1CCOCC1

compound no.	21	22	23	24	25	26	27	28	29	30
OXTR potentiator	4.0	-2.2	-6.2	-20.7	-1.9	-7.8	0.4	.	-0.1	-0.1
TAAR1 antag	-6.5	-2.0	-14.2	4.9	5.3	-9.9	-30.3	-6.2	-9.9	-4.6
CHO parental Ca	-13.8	4.9	-7.8	4.7	-1.9	7.7	-9.9	.	-12.2	-3.0
M1 ag parental	0.4	2.2	0.4	-0.1	0.3	1.0	1.6	0.1	0.2	0.5
CHO-K1 Ca antag	-4.8	-10.4	-21.9	-3.6	3.0	0.0	-14.5	1.8	-11.3	-41.2
V1aR counter	-1.1	3.9	0.0	0.1	-0.3	0.5	0.5	.	-0.5	0.3
GPR7 antag	.	2.3	.	-9.2	-8.3	-9.3	-12.1	.	-10.4	-13.6
OXTR ag	-0.1	0.1	-0.5	-0.6	-1.1	-0.8	0.2	.	-1.4	0.6
CHO-K1 Ca PAM	5.2	21.5	20.7	7.7	-8.7	12.1	6.8	1.7	9.9	22.5

Of the compounds above, these have an aryl methoxy group.
9: COc1cccc(NC(=O)CSc2nc3ccccc3c3nc4ccccc4n23)c1
16: COc1cc(CCNC(=O)CCCn2c(=O)c3cccn3c3cccnc32)cc(OC)c1OC
24: COc1cccc(CC2(CO)CCCN(Cc3ccc(CO)o3)C2)c1 (stereo unspecified)
29: COc1ccc(NC(=O)C2(S(=O)(=O)c3ccc(C)cc3)CC2)cc1

compound no.	9	16	24	29
OXTR potentiator	-7.1	-12.1	-20.7	-0.1
TAAR1 antag	4.9	-4.0	4.9	-9.9
CHO parental Ca	-11.2	-27.8	4.7	-12.2
M1 ag parental	0.2	1.4	-0.1	0.2
CHO-K1 Ca antag	-5.7	-19.5	-3.6	-11.3
V1aR counter	-0.1	-0.7	0.1	-0.5
GPR7 antag	2.8	-0.7	-9.2	-10.4
OXTR ag	-2.5	-1.6	-0.6	-1.4
CHO-K1 Ca PAM	18.3	11.0	7.7	9.9

Next section:
31: COc1ccc(C(=O)Oc2cc(/C=N/NC(N)=S)ccc2OC)cc1
32: CCC(C)c1ccc(S(=O)(=O)N2CCN(C(=O)CN3C(=O)NC(C)(C4CC4)C3=O)CC2)cc1 (stereo unspecified)
33: O=C(NC(=S)NCc1ccco1)c1ccc([N+](=O)[O-])cc1
34: COCC(C)NC(C(=O)Nc1ccc(C)c(Cl)c1)c1ccccc1 (stereo unspecified)
35: CCOC(=O)C1=C(O)/C(=C/c2cc(C)n(-c3ccccc3)c2C)N=C1C
36: COC(=O)C1C(=O)NCC1c1ccc(C)cc1 (stereo unspecified)
37: CCOC(=O)Cn1c(COc2ccccc2OC)[n+](C)c2ccccc21
38: O=C(Nc1cccc(S(=O)(=O)Nc2ccc(Cl)cc2)c1)c1cc2c(s1)CCCC2
39: Cc1ccccc1Nc1nc(N)nc(CSc2nnc3sc4ccccc4n23)n1
40: CCOC(=O)C1=C(C)OC(N)=C(C#N)C1c1cc(C)sc1C (stereo unspecified)

compound no.	31	32	33	34	35	36	37	38	39	40
OXTR potentiator	-14.2	.	-3.0	-1.9	-6.5	-2.5	2.9	-15.0	1.0	1.0
TAAR1 antag	-7.8	-5.9	-2.8	3.9	3.4	0.8	8.4	2.1	2.5	-10.0
CHO parental Ca	-9.1	.	-7.7	-23.9	-11.3	1.1	-8.2	-13.7	1.7	-6.4
M1 ag parental	1.8	1.1	-0.3	0.3	1.2	-0.1	-0.3	0.8	2.0	0.5
CHO-K1 Ca antag	-5.6	-10.4	-14.2	2.3	-7.4	4.6	0.6	-4.3	6.1	-9.0
V1aR counter	3.0	.	0.2	-1.4	0.1	0.7	-1.8	2.0	0.1	-0.4
GPR7 antag	-13.5	.	.	4.5	-3.2	-10.4	.	-26.0	-12.2	-0.4
OXTR ag	2.5	.	-1.9	-0.8	-0.2	0.1	0.0	1.0	-1.7	-2.2
CHO-K1 Ca PAM	16.6	11.6	20.0	3.4	16.3	5.2	-6.9	4.0	8.3	3.3

41: Cc1cccc(Nc2nc3c(S(=O)(=O)c4ccccc4)nnn3c3ccccc23)c1C
42: CCC1Sc2ccc(S(=O)(=O)CCC(=O)Nc3c(Cl)cc(OC)cc3OC)cc2NC1=O (stereo unspecified)
43: Cc1cc(C(=O)CN2CCN(CC(=O)Nc3cccc(F)c3)CC2)c(C)n1C1CC1
44: Cc1cccc(OCCOC(=O)Nc2ccccc2)c1
45: O=C(C[n+]1ccccc1)N/N=C/c1cc(Br)ccc1F
46: CC1(C2CC2)NC(=O)NC1=O (stereo unspecified)

compound no.	41	42	43	44	45	46
OXTR potentiator	-0.1	-3.2	0.1	-4.3	-1.1	-3.8
TAAR1 antag	-20.3	7.1	-2.9	-7.7	-20.7	11.0
CHO parental Ca	-12.1	-23.3	-21.8	-8.1	-7.1	-12.7
M1 ag parental	0.4	2.6	0.2	4.6	-0.2	0.1
CHO-K1 Ca antag	-8.1	-14.4	-19.4	-2.3	-18.8	-11.2
V1aR counter	0.0	4.8	0.1	0.1	0.5	0.7
GPR7 antag	-4.4	0.3	.	-0.2	.	0.0
OXTR ag	0.0	3.1	0.1	-3.1	1.2	1.0
CHO-K1 Ca PAM	12.2	-2.4	12.4	27.4	2.1	9.4
